# CHO-K1 Ca PAM – counter-screen for M1 PAMs: effect in parental CHO-K1 cells; AID 602247; 360,000 compounds, 0.02% hits; ATP EC20, Fluo-8 calcium fluorescence; 0% at ATP EC20, 100% at ATP max; activation, % at 3 µM;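 active = activation above the run cutoff, the mean activation of all test compounds plus 3 SD, cut at about 40% in these data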;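 also: peak over basal fluorescence ratio in a 140 s read after ATP addition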
# M1 antag – blocks human M1 muscarinic receptor; P11229; CHO-K1 hM1, Fluo-8 calcium fluorescence, ACh EC80 antagonist; inhibition, % at 3 µM; 360,000 compounds, 1.3% hits;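 active = percent inhibition above its own plate's cutoff, namely the mean of that plate's compound wells plus 3 SD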;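 also: peak over basal fluorescence ratio during 140 s after agonist addition; 0% = ACh EC80 plus DMSO and 100% = DMSO alone without agonist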
# Target sequence (P11229 whole entry, looked up): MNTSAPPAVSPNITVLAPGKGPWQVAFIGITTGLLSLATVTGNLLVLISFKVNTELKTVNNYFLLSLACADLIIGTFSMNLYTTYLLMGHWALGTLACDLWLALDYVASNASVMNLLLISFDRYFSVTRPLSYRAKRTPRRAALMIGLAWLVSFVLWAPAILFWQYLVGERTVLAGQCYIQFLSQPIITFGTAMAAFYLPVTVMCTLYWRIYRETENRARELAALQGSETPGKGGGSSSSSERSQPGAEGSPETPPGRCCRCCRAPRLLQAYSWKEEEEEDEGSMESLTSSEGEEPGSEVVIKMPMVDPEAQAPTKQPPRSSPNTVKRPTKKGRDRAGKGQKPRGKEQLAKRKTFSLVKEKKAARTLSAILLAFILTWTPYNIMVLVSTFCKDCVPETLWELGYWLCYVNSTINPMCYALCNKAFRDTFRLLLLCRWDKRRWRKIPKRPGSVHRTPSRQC
# TAAR1 agonist – agonists of human TAAR1. Q96RJ0. activation, % at 3 µM. 360,000 compounds, 0.99% hits. CHO RD-HGA16 TAAR1, Fluo-8 calcium fluorescence; vehicle wells 0%, saturating PEA agonist 100%;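 active = activation above the mean activation of all test compounds in the run plus 3 SD, cut at about 38% in these data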
# Target sequence (Q96RJ0 whole entry, looked up): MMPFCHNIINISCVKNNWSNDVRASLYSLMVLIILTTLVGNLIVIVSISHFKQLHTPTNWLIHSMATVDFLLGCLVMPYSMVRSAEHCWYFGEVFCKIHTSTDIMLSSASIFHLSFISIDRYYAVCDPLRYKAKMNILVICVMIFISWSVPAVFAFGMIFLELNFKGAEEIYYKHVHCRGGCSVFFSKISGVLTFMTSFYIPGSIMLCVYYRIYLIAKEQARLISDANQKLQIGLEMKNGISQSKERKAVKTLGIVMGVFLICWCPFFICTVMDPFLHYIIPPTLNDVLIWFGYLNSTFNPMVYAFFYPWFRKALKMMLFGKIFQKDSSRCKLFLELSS
#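 System: CHO-derived RD-HGA16 cells with stable Gα16 and human TAAR1. Times: 17-24 h plating, Fluo-8 75 min 37 °C, 30 min RT. Measured by: calcium-sensitive Fluo-8 signal, excitation 470-495, emission 515-575 nm. Read-out basis: % activation relative to PEA EC100 response. Control set: DMSO and PEA EC100. Repeats: no replicates (n 1).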
# CHO-K1 Ca ag – counter-screen for M1 agonists: effect in parental CHO-K1 cells; Fluo-8 calcium fluorescence; scaled to maximal ATP response, vehicle zero; activation, % at 3 µM; 360,000 compounds, 0.48% hits; AID 602248; in the data active = activation above about 15%;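 also: untransfected CHO-K1 host cells lacking M1 receptor as counterscreen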
# CHO parental Ca – counter-screen: ATP calcium response change in parental CHO cells | parental CHO-K1, ATP-induced calcium, Fluo-8 fluorescence | inhibition, % at 5.6 µM | 330,000 compounds, 0.63% hits | AID 463079;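 active = inhibition above that plate's mean sample inhibition plus 3 SD, cut at about 26% in these data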;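 also: 0% = ATP-challenged DMSO wells and 100% = DMSO wells without ATP; some compounds past the cut are filed as inactive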
#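 test system = CHO parental line | reagent = ATP stimulus | measured by = intracellular calcium via Fluo-8 no-wash fluorescent dye | control set = ATP and no-ATP DMSO wells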
# TAAR1 antagonist – antagonists of human TAAR1; AID 624466; Q96RJ0; CHO RD-HGA16 TAAR1, Fluo-8 calcium fluorescence, antagonist; 360,000 compounds, 1.5% hits; inhibition, % at 3 µM;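 active = inhibition above a per-plate cutoff, the mean inhibition of test compounds on that plate plus 3 SD, cut at about 49% in these data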;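 also: 0% = DMSO plus EC80 beta-PEA response and 100% = DMSO alone without agonist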
#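 Material: RD-HGA16 CHO cells with stable hTAAR1 and Gα16; Dosing: single nominal final test compound concentration of 3 µM; Schedule: seeding 17-24 h prior, 75-min 37 °C, 30-min RT dye loading; Detection: kinetic Fluo-8 calcium fluorescence measurement; Measure: % inhibition from peak post-agonist over basal fluorescence ratio; Benchmarks: vehicle and agonist controls.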
# CHRM1 agonist – activates human CHRM1 receptor; 360,000 compounds, 0.33% hits; CHO-K1 hM1, Fluo-8 calcium fluorescence, agonist mode; 0% DMSO, 100% acetylcholine EC100; P11229; activation, % at 3 µM; AID 588814;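 active = activation above the run's mean compound activation plus 3 SD, cut at about 16% in these data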;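 also: peak over basal fluorescence ratio within a 140 s kinetic read after compound addition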
# M1 PAM – potentiates human M1 receptor response to acetylcholine; CHO-K1 hM1, Fluo-8 calcium fluorescence, ACh EC20; 0% = ACh EC20, 100% = maximal ACh; activation, % at 3 µM; 360,000 compounds, 0.088% hits; AID 588819; in the data active = activation above about 19%, passing the limit was not always enough
# CHO-K1 Ca antag – nonselective inhibitor or artifact in parental CHO-K1 cells; ATP-induced calcium, Fluo-8 fluorescence; inhibition, % at 3 µM; 360,000 compounds, 0.6% hits; AID 602250;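 active = inhibition above a per-plate cutoff, the plate's mean sample inhibition plus 3 SD, cut at about 24% in these data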;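 also: 0% = DMSO plus EC80 ATP and 100% = DMSO alone without ATP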
# Starred values were filed as active, the others as inactive; x = not tested or not shown.
mol	CHO-K1 Ca PAM	M1 antag	TAAR1 agonist	CHO-K1 Ca ag	CHO parental Ca	TAAR1 antagonist	CHRM1 agonist	M1 PAM	CHO-K1 Ca antag
O=C(Nc1ccc(Br)cc1)C1OCCc2ccccc21 (stereo not drawn)	-19	-8	1	-0.5	-19	-19	-6	5	17
Cc1c(C(=O)O)cccc1-n1c(C)cc(/C=C(/C#N)C(=O)NCc2ccccc2)c1C	-11	16	9	2.5	1	-7	-7	-8	10
COc1cc(C=C2CN(C)C(=O)C2=O)ccc1O	-12	-14	2	0.4	x	-16	-2	7	10
COC(=O)CSc1nc(N)c(C#N)c(CC(C)C)c1C#N	10	0	6	3.0	-3	-11	-3	5	-7
COc1cc2c(cc1NC(=O)c1cccc(Br)c1)CCCC2	9	-14	1	-0.3	-13	2	-5	-6	-9
COc1ccc(NC(=O)c2ccccc2NC(=O)c2cccs2)cc1	-20	-5	3	0.2	-13	20	-6	7	9
Cc1oc(-c2ccc(F)cc2)nc1CN(Cc1ccccn1)CC1CCCO1 (stereo not drawn)	-13	4	1	-0.2	-27	3	-9	-1	19
Cc1cc(NCCCCO)n2c(nc3ccccc32)c1C#N	-7	-34	8	0.3	-2	-8	-5	7	-12
O=C(COC(=O)c1cccnc1Cl)NC12CC3CC(CC(C3)C1)C2	4	-8	2	0.7	-6	-4	2	-1	-11
C#Cc1ccc([C@@H]2C=C(C(=O)Nc3ccccc3)O[C@H](OCC)[C@H]2CCCO)cc1	1	0	12	0.1	-8	-1	-3	0	-15
O=C(CCC(=O)N1CCOc2ccccc21)N1CCOCC1	10	-20	1	0.4	-1	-5	-2	14	8
O=C(C1CCCN(S(=O)(=O)c2ccccc2[N+](=O)[O-])C1)N1CCN(c2ccccc2)CC1 (stereo not drawn)	-10	-5	11	3.5	-10	5	-4	0	3
CCOc1ccc2c(c1)-c1c(ssc1=S)C(C)(C)N2	6	2	x	-1.0	16	x	-14	-11	-14
Cc1ccccc1NC(=S)N(CCCN1CCC(C)CC1)Cc1ccco1	30	-1	2	0.8	-19	-4	-9	3	-15
COc1ccc(/C(O)=C2/C(=O)C(=O)N(CCN3CCOCC3)C2c2ccccn2)cc1 (stereo not drawn)	-5	-5	0	-0.3	-3	3	-1	3	18
C=CCN(c1ccccc1)S(=O)(=O)c1cccc(C(=O)NNC(=O)c2ccccc2O)c1	-24	1	2	0.5	-8	20	-1	3	11
CCN1CCN(CCC(=O)Nc2ccc(Br)cc2)CC1	23	-12	4	0.3	0	9	-4	16	-11
COc1ccc2[nH]c3c(=O)n(Cc4ccco4)cnc3c2c1	18	-1	8	-0.1	-10	4	-5	6	-13
CN(C)/C=C(/C(=O)c1ccc(Cl)cc1)S(=O)(=O)c1ccccc1	9	-9	7	0.3	-18	-9	-7	9	4
Cc1cccc(-c2nc(CS(=O)CC(=O)NC3CCCC3)c(C)o2)c1 (stereo not drawn)	21	-13	0	0.3	x	-22	3	18	-3
O=C(COC(=O)c1ccc(NS(=O)(=O)c2cccs2)cc1O)Nc1ccc(F)cc1	-13	3	4	1.2	4	-45	-2	-3	0
COc1ccccc1NC(=O)c1ccc(-c2nn(C)c(=O)c3ccccc23)cc1	-2	-3	4	11	-17	7	-3	-6	-16
CCOCC(=O)Nc1cc([N+](=O)[O-])ccc1C	-7	-4	0	-0.3	-1	-10	-2	0	15
O=C(OCc1nnc(-c2ccccc2)o1)c1ccc2c(c1)OCCO2	8	1	7	1.9	-10	14	-3	1	2
Cc1ccccc1C(=O)Nc1cccc(NC(=O)c2ccccc2[N+](=O)[O-])c1	-15	-15	5	1.2	-16	17	2	13	7
CCOC(=O)C1=C(C)NC(=S)N(C(C)=O)C1c1ccccc1 (stereo not drawn)	7	3	0	-0.6	-14	0	-13	2	-16
C[C@H](NC(=O)[C@@H]1CSC2c3ccccc3C(=O)N21)C(=O)NC1CCCC1 (stereo partly drawn)	-13	27*	2	0.4	-9	-28	0	-10	1
O=C(NCC1CCCO1)c1nn2c(C(F)(F)F)cc(-c3cccs3)nc2c1Cl (stereo not drawn)	14	-3	0	0.5	0	-4	-4	8	-4
COCCN1Cc2cccc(C(=O)Nc3ccc(-c4nc5ccccc5[nH]4)cc3)c2C1=O	12	4	5	0.9	-16	9	0	-1	-2
C=C1CCN([C@H](C(=O)OCc2cccc(C)c2)C(C)C)S(=O)(=O)c2ccccc21	-20	-16	11	-0.6	11	22	-4	9	-8
CCN(C(=O)CN1CCCCC1)C1(C)C(=O)c2ccccc2C1=O	12	-7	1	0.0	-2	5	-6	1	-1
COC(=O)CC1C(=O)NCCN1C(=O)CSc1nc2ccc([N+](=O)[O-])cc2s1 (stereo not drawn)	6	2	2	1.0	-10	-3	-3	2	-4
COc1cccc(OC)c1C(=O)NN1CCCCC1	4	-5	14	0.2	-2	-4	-4	8	-9
C[C@H](NC(=O)c1ccc(C(C)(C)C)cc1)C(=O)N1CCC2(CC1)NCCc1[nH]cnc12	-10	-1	-1	0.0	-2	-2	-15	0	14
COc1cc(OC)cc(-c2c(C#Cc3ccsc3)c3cc(-c4cc(OC)c(OC)c(OC)c4)ccc3n2C)c1	-16	8	1	-0.2	-19	-11	0	5	-2
CC(C)C[C@H]1CN(CCCC[C@H]2CNC(=O)C(=O)N2CCc2ccccc2)C(=O)C(=O)N1Cc1ccccc1	9	x	2	0.6	x	9	x	x	-8
COc1ccc(N2CCN(c3oc(-c4ccco4)nc3C#N)CC2)cc1	16	-4	11	1.7	-2	15	-6	4	-25
COc1ccc(N2C(=O)CCC(C(=O)N3CCCCC3)C2c2ccc(OC)c(OC)c2)cc1 (stereo not drawn)	19	-7	3	0.8	4	16	-1	4	-5
O=C(N=Nc1c(O)[nH]c2ccc([N+](=O)[O-])cc12)c1ccccc1[N+](=O)[O-]	-20	7	1	0.6	-5	-14	-4	-3	0
FC(F)(F)c1cccc(Oc2ccc3c(C(F)(F)F)cc(C(F)(F)F)nc3n2)c1	16	-8	-2	0.3	-13	21	-7	-5	-3
CCN(CC)C(=O)C1CCCN(C(=S)Nc2cccc3ccccc23)C1 (stereo not drawn)	14	-5	1	5.0	-23	-10	-8	8	-4
C/C(=N\OCc1ccc(C#N)cc1)c1ccccc1	17	-5	2	0.6	-25	14	-3	4	-29
COC(=O)[C@H](CC(C)C)NC(=O)Nc1cccc(Br)c1	-11	6	3	1.2	-9	5	-6	-2	20
COc1cccc(N2CCN(C3CC(=O)N(c4ccc(Cl)cc4)C3=O)CC2)c1 (stereo not drawn)	13	-10	3	0.7	-8	-3	-3	4	-4
Cc1ccn2c(C(=O)CSc3ccccc3Cl)c(C)nc2c1	8	-6	7	0.3	-18	-3	-5	0	-11
Cc1cccc(Nc2nc(-c3ccc(O)cc3O)cs2)n1	-4	-20	4	-0.9	-9	-39	-3	10	3
Cc1ccc(S(=O)(=O)N2CCOC2CNC(=O)C(=O)NCc2ccccn2)cc1 (stereo not drawn)	6	5	2	2.6	-3	-17	-3	3	-9
CC1CCN(S(=O)(=O)c2cn(CC(=O)Nc3ccc(C#N)cc3)cn2)CC1	16	-8	3	1.4	0	10	-3	3	-17
Nc1nc(COC(=O)CCC(=O)c2ccc(Cl)cc2)nc(Nc2ccccc2)n1	2	5	3	10.0	0	27	1	-2	-14
O=C(Nc1nnc(-c2ccc(Cl)s2)o1)C1CCCCC1	11	-10	0	0.2	-11	4	-1	5	-3
Cc1ccccc1OCC(=O)NNC(=O)C1CC(=O)N(c2ccc3c(c2)OCCO3)C1 (stereo not drawn)	9	-11	0	-0.7	-13	7	-1	13	-15
CC(C)Cn1c(SCC(=O)N2CCCCC2)nc2ccccc2c1=O	11	-4	-1	-0.1	-29	-14	-5	1	1
Cc1ccc(S(=O)(=O)N2CCN(C(=O)c3ccccc3)CC2)c(C)c1NS(C)(=O)=O	11	-11	0	0.5	-9	22	-7	6	-18
COc1ccc(CN2CCNC(=O)C2CC(=O)NCc2cnn(C)c2)cc1OC (stereo not drawn)	8	-4	1	1.0	-2	5	-6	2	-5
CC(CC(=O)NCC1CCCO1)c1ccccc1 (stereo not drawn)	0	-2	0	0.1	0	13	-5	2	0
CC1Sc2ccc(S(=O)(=O)CCC(=O)Nc3ccccc3Cl)cc2NC1=O (stereo not drawn)	8	-2	5	6.4	-18	-23	2	1	-6
CS(=O)(=O)c1cccc(C(=O)NCc2ccccc2)c1	26	-3	1	0.7	-4	-22	-6	5	-7
Cc1csc(N2CCc3ccccc32)n1	14	-11	7	0.2	-10	-20	-4	5	-14
O=C(Nc1ccccc1Cl)OC1CCCCC1	4	-16	13	0.0	0	-9	1	16	-7
CCN(CC)S(=O)(=O)c1ccc(C(=O)N2CCN(C(=O)c3ccco3)CC2)cc1	5	-3	10	1.0	-5	-6	-3	3	-12

# Continued:
mol	CHO-K1 Ca PAM	M1 antag	TAAR1 agonist	CHO-K1 Ca ag	CHO parental Ca	TAAR1 antagonist	CHRM1 agonist	M1 PAM	CHO-K1 Ca antag
C=C1C(=O)OC2C1CCC(C)=C1C(=O)C3OC3(C)C12 (stereo not drawn)	25	-18	1	0.1	x	-13	0	17	-1
CCOC(=O)c1ccc(NC(=S)NCCCN2CCCCC2)cc1	-9	1	1	0.9	-15	-4	-14	-1	2
CCCCn1c(-c2cccc3ccccc23)nc2cc3[nH]c(=O)c(C(C)C)nc3cc21	-6	-2	21	-0.3	-37	-11	-1	6	-11
CC(=O)c1ccc(Oc2cc(C)nc(NCc3ccccc3)n2)cc1	9	-4	5	0.9	-1	-1	-3	1	-3
Cc1ccccc1NC(=O)NCc1ccccn1	-2	-6	0	0.2	-8	0	-4	10	-1
N#Cc1cc(C(=O)c2ccccc2OCC(=O)Nc2ccccc2)cn(C2CCCCC2)c1=O	23	-6	9	0.0	-15	-1	0	7	-10

# Limited to TAAR1 agonist and TAAR1 antagonist, for some of the entries so far:
mol	TAAR1 agonist	TAAR1 antagonist
CCOC(=O)c1ccc(NC(=S)NCCCN2CCCCC2)cc1	1	-4
CCCCn1c(-c2cccc3ccccc23)nc2cc3[nH]c(=O)c(C(C)C)nc3cc21	21	-11
CC(=O)c1ccc(Oc2cc(C)nc(NCc3ccccc3)n2)cc1	5	-1
Cc1ccccc1NC(=O)NCc1ccccn1	0	0

# Rows were taken by chance. Share with any hit: about 4.4%.
